a7 integrin act: qHTS for Activators of Integrin-Mediated Alleviation for Muscular Dystrophy; alpha7betagal myoblasts, beta-gal FDG fluorescence, 48 h; Potency, µM (highest dose often 38.3 µM), for the others: at the top dose activation, actives largely listed as activators; 350,000 tested, 0.064% active; AID 624291, 2012;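 further: potency means the concentration at half of the fitted maximal effect; 100% = response of the positive control SU9516; nearly all actives have a fitted effect of over 60% in size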
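alpha7betagal+/- myoblasts (passage 13, 250/well) treated 48 h at 37C with compounds at 1:260 dilution of DMSO stock. Lysed, then beta-galactosidase activity read as FDG fluorescence (ex 480/em 540) after 30 min, with pre-read for autofluorescence.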
S-ASM inh: Inhibitors of Secretory Acid Sphingomyelinase (S-ASM): qHTS; Sphingomyelin phosphodiesterase (Homo sapiens), P17405; placental ASM, HMU-PC fluorogenic substrate, 60 min; Potency, µM (doses to about 57.5 µM), for the others: top-dose activity change, negative = inhibition, usual class: inhibitors; 340,000 tested, 0.006% active; AID 504937, 2011; further: potency means the concentration at half of the fitted maximal effect
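Human placenta-derived ASM preincubated with compound 10 min at room temperature, then reacted with 9 uM (final) fluorogenic HMU-PC substrate for 60 min at 37 C. Stop solution raises pH to 10; fluorescence read at Ex 386/Em 447 nm.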
TSHR antagonist: Antagonists of the Thyroid Stimulating Hormone Receptor: HTS campaign; Thyrotropin receptor (Homo sapiens), P16473; TSHR-expressing cells, TSH-stimulated cAMP HTRF, 2 h; active compounds read low; activity change, negative = inhibition, % at 11.5 µM; 330,000 tested, 0.2% active;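 active means activity change below a set negative limit, meaning inhibition stronger than a set level, cut at about -70% in these data; inconclusive means activity change between two set negative limits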; further: on the % scale 0 is the no-effect control and ±100 the full control effect
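TSHR-expressing cells, 200/well, pre-treated with compound, then stimulated with EC80 TSH (4nM final) for 2 hours at 37 deg C. cAMP measured by competitive HTRF: anti-cAMP cryptate antibody in lysis buffer plus cAMP-d2, read after 30 minutes at room temperature.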
TSG101-PTAP inh: qHTS Assay for Iinhibitors of HIV-1 Budding by Blocking the Interaction of PTAP/TSG101; Potency, µM (series often up to 115 µM), without a hit: at the highest dose activity change, negative = inhibition, most hits filed as inhibitors; Tumor susceptibility gene 101 protein (Homo sapiens), Q99816; Fluorescence polarization, FITC-PTAP peptide / Tsg101 binding; AID 493005, 2010; 340,000 tested, under 10 active; active means well fitted inhibition curve with a large enough effect in the main read-out, with a control signal flat, not every such curve was filed as active; inconclusive means small, poorly fitted or top-dose-only effect, or effect the other way, or a change in a side signal; inactive means no such curve, though single readings can be large or run the other way; further: potency means the concentration at half of the fitted maximal effect; % of control where 0% means no effect
Target sequence (Q99816 whole entry, looked up): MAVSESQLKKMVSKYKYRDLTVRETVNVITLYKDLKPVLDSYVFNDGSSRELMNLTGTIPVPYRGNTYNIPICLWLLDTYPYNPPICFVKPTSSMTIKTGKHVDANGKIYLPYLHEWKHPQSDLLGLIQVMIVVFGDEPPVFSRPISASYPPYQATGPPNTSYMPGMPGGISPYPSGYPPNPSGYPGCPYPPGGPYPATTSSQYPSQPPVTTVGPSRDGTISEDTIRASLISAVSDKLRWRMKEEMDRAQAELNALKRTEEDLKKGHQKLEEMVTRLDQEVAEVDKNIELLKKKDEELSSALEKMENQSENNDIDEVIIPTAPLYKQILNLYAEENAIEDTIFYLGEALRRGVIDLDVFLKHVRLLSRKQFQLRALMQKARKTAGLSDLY
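Tsg101 binding domain (10 uM final) was mixed with compound and a FITC-labeled PTAP peptide (50 nM final) in HEPES pH 7.5 buffer with NaCl, Tween 20, EDTA and TCEP; fluorescence polarization was read after 20 min at r.t.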
MBNL1-CUG inh: qHTS Assay for Inhibitors of MBNL1-poly(CUG) RNA binding; Muscleblind-like protein 1 (Homo sapiens), Q9NR56; TR-FRET MBNL1-His/biotin-(CUG)12 binding, 665/545 ratio; Potency, µM (series often up to 57.5 µM), for inactives: at the top dose activity change, negative = inhibition, most hits filed as inhibitors; 280,000 tested, 0.036% active; active means well fitted inhibition curve with a large enough effect in the signal ratio, with a control signal flat, not every such curve was filed as active; inconclusive means small, poorly fitted or top-dose-only effect, or effect the other way, or a change in a side signal; inactive means no such curve, though single readings can be large or run the other way; the % refers to the signal ratio; further: potency means the concentration at half of the fitted maximal effect; on the % scale 0 is the no-effect control and ±100 the full control effect
Target sequence (Q9NR56 whole entry, looked up): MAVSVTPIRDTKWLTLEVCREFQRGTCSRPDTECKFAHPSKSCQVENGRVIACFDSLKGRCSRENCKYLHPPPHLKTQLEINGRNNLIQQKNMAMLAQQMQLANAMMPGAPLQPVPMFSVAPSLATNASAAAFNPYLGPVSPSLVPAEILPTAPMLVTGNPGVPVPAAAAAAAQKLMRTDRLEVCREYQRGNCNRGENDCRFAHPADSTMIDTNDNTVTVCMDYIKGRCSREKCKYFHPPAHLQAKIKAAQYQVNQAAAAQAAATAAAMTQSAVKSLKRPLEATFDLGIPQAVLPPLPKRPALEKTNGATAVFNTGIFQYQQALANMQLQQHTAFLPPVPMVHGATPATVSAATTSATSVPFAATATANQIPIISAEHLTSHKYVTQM
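MBNL1-His + Biotin-(CUG)12, cpd titration 92 nM–58 uM; Tb anti-His Ab 0.055 ng/ul, SA-XL665 5 nM (final); 60 min RT; ratiometric 665/545 nm, Ex 340 nm; normalized to buffer and full-complex controls.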
CXXC DNA block: qHTS Fluorescence Polarization Assay for Inhibitors of MLL CXXC domain - DNA interaction. Potency, µM (series often up to 115 µM), for the others: at the highest dose activity change, negative = inhibition, actives largely listed as inhibitors. MLL-CXXC / FITC-HOXA9 DNA fluorescence polarization. 290,000 tested, 0.037% active. Histone-lysine N-methyltransferase 2A (Homo sapiens), Q03164. AID 2662, 2010; active means well fitted inhibition curve with a large enough effect in the polarisation, with a control signal flat, not every such curve was filed as active; inconclusive means small, poorly fitted or top-dose-only effect, or effect the other way, or a change in a side signal; inactive means no such curve, though single readings can be large or run the other way; the % refers to the polarisation; further: potency means the concentration at half of the fitted maximal effect
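Purified MLL-CXXC (added from a 7 uM solution) was preincubated 5 min at ambient with pinned compounds in 50 mM Tris-HCl pH 7.5, 50 mM NaCl, 1 mM DTT, 0.05% BSA. Fluorescein-labeled HOX-A9 DNA (50 nM solution) followed, 30 min, then polarization read.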
Menin-MLL TR inh: qHTS Assay for Inhibitors Targeting the Menin-MLL Interaction in MLL Related Leukemias: Competition With Texas Red Labeled MLL-derived Mutant Peptide | AID 1768, 2009 | Potency, µM (doses to about 61.6 µM), for inactives: at the highest dose FP activity change, negative = inhibition, hits mostly inhibitors | Menin + Texas Red MLL mutant peptide, fluorescence polarization | 270,000 tested, 0.23% active | O00255; active means well fitted inhibition curve with a large enough effect in the polarisation, with a control signal flat, not every such curve was filed as active; inconclusive means small, poorly fitted or top-dose-only effect, or effect the other way, or a change in a side signal; inactive means no such curve, though single readings can be large or run the other way; the % refers to the polarisation; further: potency means the concentration at half of the fitted maximal effect; % of control where 0% means no effect; many of its hits are not listed in these tables
TCR activator: Activators of T cell receptors: qHTS campaign | Potency, µM (series often up to 9.22 µM), without a hit: at the top dose activation of IL-2 secretion, actives largely listed as activators | 330,000 tested, under 10 active | primary human leukocytes, anti-CD3, IL-2 HTRF, 48 h | AID 504894, 2011; further: % of control where 0% means no effect
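TCR engagement came from a-CD3 beads alone, with compounds added to primary human leukocytes for 48 hr. Secreted IL-2 bridged europium cryptate- and d2-labelled anti-IL-2 antibodies, giving FRET emission at 665nm after 320nm excitation.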
AT treatment: qHTS Assay for Identifying a Potential Treatment of Ataxia-Telangiectasia. […] A-T fibroblasts, KAP-1 phosphorylation AlphaLISA; neocarzinostatin DNA damage 30 min before lysis. Potency, µM (top dose mostly 57.5 µM), without a hit: top-dose activation, actives largely listed as activators. 320,000 tested, 0.19% active. AID 485349, 2010; further: potency means the concentration at half of the fitted maximal effect; % of control where 0% means no effect; nearly all actives have a fitted effect of over 45% in size
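ATM-like activity read as KAP-1 phosphorylation via AlphaLISA donor/acceptor antibody pairs after lysis and 6 hr at 25C. Cells were ATM-null patient fibroblasts ([…], hTERT), dosed 60 min, then exposed to the DSB inducer NCS for 30 min.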
Mito fusion act: qHTS Assay for Small Molecule Inhibitors of Mitochondrial Division or Activators of Mitochondrial Fusion | S. cerevisiae fusion-defective mutant growth rescue, CellTiterGlo 48 h | Potency, µM (series often up to 46.1 µM), for the others: at the highest dose growth rescue (activation), actives largely listed as activators | 320,000 tested, 0.23% active;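 further: potency means the concentration at half of the fitted maximal effect; % of control where 0% means no effect; nearly all actives have a fitted effect of over 45% in size; temperature-sensitive fusion mutants such as fzo1-1 at 37 °C on non-fermentable ethanol glycerol medium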
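S. cerevisiae fusion-defective temperature-sensitive mutants (e.g. fzo1-1, mgm1-5) grown 48 h at 37C in YPEG (ethanol/glycerol non-fermentable) medium with 23 nl compound per well; growth rescue read as CellTiterGlo luminescence.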
Starred values were filed as active, the others as inactive; [ ] = another dose, or the depositor's remark. Unless noted, the call rests on the fitted dose curve; in most records, active means well fitted curve in the direction sought with a large enough effect; inconclusive means small, poorly fitted or top-dose-only effect, or another doubt; inactive means no such curve, though single readings can be large; an effect the other way counts as inactive or inconclusive. This is a subset; count on the stated rates, not on these rows.

O=S1(=O)CCS(=O)(=O)C1c1ccccc1 was read as a7 integrin act -27%, S-ASM inh 5%, TSG101-PTAP inh -1% and TCR activator 1%.
`C=CCc1cc(/C=N/n2cnnc2)cc(OCC)c1O` gave a7 integrin act -8%, S-ASM inh 8%, TSHR antagonist -12, TSG101-PTAP inh 0%, MBNL1-CUG inh 1%, CXXC DNA block 4%, Menin-MLL TR inh 0%, TCR activator 4%, AT treatment -1% and Mito fusion act 1%.
For COc1ccc2c(-c3cccnc3)cc(=O)[nH]c2c1 the results were a7 integrin act 16%, S-ASM inh 1%, TSHR antagonist 6, TSG101-PTAP inh -3%, MBNL1-CUG inh 2%, CXXC DNA block 3%, Menin-MLL TR inh 17%, TCR activator -4%, AT treatment -1% and Mito fusion act 0%.
For CCOC(=O)c1cnc(N2CCOCC2)[nH]c1=O the results were a7 integrin act -19%, S-ASM inh 4%, TSHR antagonist 4, TSG101-PTAP inh -2%, MBNL1-CUG inh -3%, CXXC DNA block -14%, Menin-MLL TR inh -6%, TCR activator -1%, AT treatment -5% and Mito fusion act 6%.
`CCSCCOC(=O)C1=C(C)NC(=O)NC1c1cccc(OC)c1OC` (stereo not drawn) gave a7 integrin act -19%, S-ASM inh 1%, TSHR antagonist 3, TSG101-PTAP inh -5%, MBNL1-CUG inh -3%, CXXC DNA block 1%, Menin-MLL TR inh -20%, TCR activator 3%, AT treatment 1% and Mito fusion act -1%.
For COC(=O)c1ccc(NC(=O)CSc2ccccn2)cc1 the results were a7 integrin act 13%, S-ASM inh -1%, TSHR antagonist -5, TSG101-PTAP inh 0%, MBNL1-CUG inh 0%, CXXC DNA block 2%, Menin-MLL TR inh -2%, TCR activator 3%, AT treatment 4% and Mito fusion act -7%.
For Cc1ccc(CN2CCN(C(=O)C3CCCO3)CC2)cc1 (stereo not drawn) the results were a7 integrin act -11%, S-ASM inh 1%, TSHR antagonist 14, TSG101-PTAP inh -4%, MBNL1-CUG inh 2%, CXXC DNA block -1%, Menin-MLL TR inh 0%, AT treatment 2% and Mito fusion act -5%.
Screening Cc1cccc(Nc2cc(=O)[nH]c(=O)[nH]2)c1 returned a7 integrin act 21%, S-ASM inh 3%, TSHR antagonist 6, TSG101-PTAP inh 2%, MBNL1-CUG inh -19%, CXXC DNA block 6%, Menin-MLL TR inh 9%, TCR activator 0%[46.1 µM], AT treatment 2% and Mito fusion act -1%.
`Clc1ccc(SCCOCCN2CCCCC2)cc1` gave a7 integrin act -41%, S-ASM inh 32%, TSHR antagonist 9, TSG101-PTAP inh 1%, CXXC DNA block 5%, Menin-MLL TR inh -11%, TCR activator -7%[46.1 µM], AT treatment 4% and Mito fusion act 0%.
CSc1nc2c(c(=O)[nH]1)CCCC2 was read as a7 integrin act -6%, S-ASM inh 1%, TSHR antagonist 5, TSG101-PTAP inh 1%, MBNL1-CUG inh 4%, CXXC DNA block -4%, Menin-MLL TR inh 7%, TCR activator -1%, AT treatment 12% and Mito fusion act -2%.
CCOC(=O)c1cnc(Nc2nc3ccccc3o2)nc1CSc1ncccn1 was read as a7 integrin act 6%, S-ASM inh 1%, TSG101-PTAP inh 0% and TCR activator -1%.
N#Cc1sc2nccc(Nc3ccccc3)c2c1N was read as a7 integrin act 32%, S-ASM inh 116%[activator], TSG101-PTAP inh -2% and TCR activator -2%.
CCN(c1cccc(C)c1)S(=O)(=O)c1cc2c3c(c1)CCN3C(=O)CC2 was read as a7 integrin act -17%, S-ASM inh 0%, TSHR antagonist 0, TSG101-PTAP inh -2%, TCR activator -9%, AT treatment 9% and Mito fusion act 10%.
Screening CC(C)c1c(C(=O)N/N=C/c2cccc3ccccc23)nnn1-c1nonc1N returned a7 integrin act -22%, S-ASM inh 2%, TSHR antagonist -14, TSG101-PTAP inh 3%, MBNL1-CUG inh -2%, CXXC DNA block -5%, TCR activator -4%, AT treatment 0% and Mito fusion act -18%.
`Cc1ccc2cc(CN(CCc3ccccc3)C(=S)NCCCN(C)C)c(=O)[nH]c2c1` gave a7 integrin act -67%[inhibitor], S-ASM inh -5%, TSHR antagonist -1, TSG101-PTAP inh -11%, MBNL1-CUG inh 2%, CXXC DNA block inconclusive, Menin-MLL TR inh -24%, TCR activator -2%, AT treatment -9% and Mito fusion act -4%.
`Nn1c(SCC(=O)Nc2cccc(F)c2)nnc1C1CCCCC1` gave a7 integrin act 7%, S-ASM inh 3%, TSHR antagonist -9, TSG101-PTAP inh -3%, MBNL1-CUG inh -16%, CXXC DNA block -6%, Menin-MLL TR inh 9%, TCR activator 1%, AT treatment 3% and Mito fusion act -7%.
Screening C[C@]12CC[C@@H]3c4ccc(O)cc4CC[C@H]3[C@@H]1C[C@@H](O)[C@@H]2O[C@@H]1O[C@H](C(=O)O)[C@@H](O)[C@H](O)[C@H]1O returned S-ASM inh 17%, TSHR antagonist -6, TSG101-PTAP inh -1%, MBNL1-CUG inh -19%, CXXC DNA block 3%, Menin-MLL TR inh -13%, TCR activator -7%, AT treatment -14% and Mito fusion act -1%.
CCOc1ccc(-c2nn(-c3ccccc3)cc2/C=C2\SC(=S)N(Cc3ccco3)C2=O)cc1 was read as a7 integrin act 21%, S-ASM inh 2%, TSHR antagonist 17, TSG101-PTAP inh -2%, MBNL1-CUG inh -12%, CXXC DNA block 10%, Menin-MLL TR inh -23%, TCR activator -3%[46.1 µM], AT treatment 0% and Mito fusion act -3%.
`COc1ccc(Cl)cc1NCCC(O)c1ccc(F)cc1` (stereo not drawn) gave a7 integrin act 1%, S-ASM inh -1%, TSHR antagonist 10, TSG101-PTAP inh 1%, MBNL1-CUG inh 0%, CXXC DNA block -3%, Menin-MLL TR inh 22%, TCR activator 1%, AT treatment -9% and Mito fusion act -10%.
Screening CCc1cc2c(SCC(=O)N(C)C3CCS(=O)(=O)C3)ncnc2s1 (stereo not drawn) returned a7 integrin act 11%, S-ASM inh 6%, TSHR antagonist 23, TSG101-PTAP inh -2%, MBNL1-CUG inh -17%, CXXC DNA block 36%, TCR activator -5%, AT treatment 5% and Mito fusion act 0%.
Screening CC(=O)Nc1ccc(C(=O)COC(=O)CCS(=O)(=O)c2ccccc2)cc1 returned a7 integrin act 0%, S-ASM inh -1%, TSHR antagonist 5, TSG101-PTAP inh -3%, TCR activator 4%, AT treatment -1% and Mito fusion act -3%.
Screening CN1/C(=C\C(=S)NC(=O)c2ccccc2Cl)C(C)(C)c2ccccc21 returned a7 integrin act -29%, S-ASM inh -13%, TSHR antagonist -5, TSG101-PTAP inh 0%, MBNL1-CUG inh inconclusive, CXXC DNA block 5%, Menin-MLL TR inh -13%, TCR activator -23%[46.1 µM], AT treatment 0% and Mito fusion act 19%.
CCc1cc(Cn2nc(C(=O)O)cc2-c2ccccc2)on1 was read as a7 integrin act 0%, S-ASM inh 2%, TSHR antagonist -9, TSG101-PTAP inh -5%, TCR activator -2%, AT treatment 7% and Mito fusion act 7%.
`COc1ccccc1CNC(=O)CSCc1cnn(-c2ccccc2)c1-n1cccc1` gave a7 integrin act -16%, S-ASM inh -1%, TSHR antagonist -1, TSG101-PTAP inh 2%, MBNL1-CUG inh -7%, CXXC DNA block -4%, Menin-MLL TR inh -4%, TCR activator 3%, AT treatment -1% and Mito fusion act 11%.
`CCN(CC)CCN(C(=O)c1ccc2ccccc2c1)c1nc2cc3c(cc2s1)OCO3` gave a7 integrin act -23%, S-ASM inh -7%, TSHR antagonist 9, TSG101-PTAP inh -3%, MBNL1-CUG inh 8%, CXXC DNA block 16%, Menin-MLL TR inh inconclusive, TCR activator 6%, AT treatment -2% and Mito fusion act -3%.
Cc1cc(C(=O)N/N=C/c2ccc[nH]2)n[nH]1 was read as a7 integrin act -2%, S-ASM inh -1%, TSHR antagonist -5, TSG101-PTAP inh 0%, MBNL1-CUG inh 14%, CXXC DNA block 4%, Menin-MLL TR inh 18%, TCR activator 2%[46.1 µM], AT treatment 1% and Mito fusion act -4%.

From PubChem
